GBA activity up – glucocerebrosidase activity enhancement; P04062; L444P Gaucher fibroblasts, 4-MU-glucoside fluorescence, 3 days; activation, % at 10 µM; hit rate 0.44% among 30,000; in the data active = activation above about 65%;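 also: 0% = vehicle wells and 100% = positive control wells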
Target sequence (P04062 whole entry L483P): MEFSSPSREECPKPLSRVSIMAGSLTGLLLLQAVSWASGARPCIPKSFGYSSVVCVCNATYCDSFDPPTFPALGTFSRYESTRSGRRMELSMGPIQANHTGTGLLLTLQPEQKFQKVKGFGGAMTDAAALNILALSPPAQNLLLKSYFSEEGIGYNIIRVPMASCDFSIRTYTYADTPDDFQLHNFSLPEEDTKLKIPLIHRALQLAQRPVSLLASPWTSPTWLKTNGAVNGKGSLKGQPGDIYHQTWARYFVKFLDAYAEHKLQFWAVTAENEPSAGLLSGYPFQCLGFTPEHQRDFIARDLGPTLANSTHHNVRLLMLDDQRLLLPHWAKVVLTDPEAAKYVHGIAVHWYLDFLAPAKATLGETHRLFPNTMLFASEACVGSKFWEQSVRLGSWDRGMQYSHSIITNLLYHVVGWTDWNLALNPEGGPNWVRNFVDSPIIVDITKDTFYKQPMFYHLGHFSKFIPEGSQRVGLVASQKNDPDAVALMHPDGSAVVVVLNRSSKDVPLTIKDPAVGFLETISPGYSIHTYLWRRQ
Numbers without * were called inactive. An excerpt; rates above refer to the full screens.

Start of the listing, in advance, 4 compounds:
molecule | GBA activity up
Cc1nnc(Sc2nc3c(c(=O)n(C)c(=O)n3C)n2Cc2ccc(Cl)cc2)s1 | -5
CC(OC(=O)c1cc2sccc2n1C)C(=O)NCC1CCCO1 (stereo not given) | -10
O=S(=O)(NCCc1csc(-c2ccccc2)n1)c1ccc2c(c1)OCCO2 | 54
Cn1c(=O)cc(OCC(=O)NCc2cccnc2)c2ccccc21 | -18

The listing, repeating the preview:
molecule | GBA activity up
Cc1nnc(Sc2nc3c(c(=O)n(C)c(=O)n3C)n2Cc2ccc(Cl)cc2)s1 | -5
CC(OC(=O)c1cc2sccc2n1C)C(=O)NCC1CCCO1 (stereo not given) | -10
O=S(=O)(NCCc1csc(-c2ccccc2)n1)c1ccc2c(c1)OCCO2 | 54
Cn1c(=O)cc(OCC(=O)NCc2cccnc2)c2ccccc21 | -18
O=C(CSc1nnc(-c2cccnc2)o1)OC1CCCCC1 | 8
O=C(Nc1scc(-c2ccccc2)c1C(=O)O)c1ccco1 | -21
N#Cc1nc(COc2ccccc2)oc1N1CCN(c2cccc(Cl)c2)CC1 | -2
Cc1cc(-c2ccco2)c(C#N)c2nc3ccccc3n12 | 8
CC(N)C12CC3CC(C1)CC(C(C)N)(C3)C2 (stereo not given) | -15
Cc1ccnc(NS(=O)(=O)c2ccc(NS(=O)(=O)Cc3ccccc3)cc2)n1 | -26
COc1ccc(C(=O)c2cn[nH]c2-c2cc(Cl)ccc2O)cc1 | -30
CCn1c(SCCC(=O)Nc2ccccc2)nnc1-c1ccc(OC)cc1 | 5
CC(=O)N1CCc2cc(S(=O)(=O)NCCC(=O)Nc3cccc(C)c3C)ccc21 | -5
Cc1ccc(C)c(CN2CCNC2=O)c1 | -6
Brc1ccc(-c2nnc3n2-c2ccccc2CC3)cc1 | -14
Cc1cccc(OCC(=O)Nc2ccc(N3CCCC3)cc2)c1C | -1
CC(=O)Nc1ccc(N2C(=O)CSC2c2ccc(F)cc2)cc1 (stereo not given) | -5
COC(=O)c1ccsc1NC(=O)CSc1nnnn1Cc1ccccc1 | -12
COc1ccc(C)cc1-n1nnnc1SCC(=O)c1cc(C)n(Cc2ccco2)c1C | 7
COc1ccccc1NC(=O)CN1CCN(CC(=O)Nc2cc(NC(C)=O)ccc2OC)CC1 | 43
CCN(CC)C(=O)CSc1nnc(-c2ccco2)n1Cc1ccco1 | -8
CCOc1cc(S(=O)(=O)N2CCN(c3ccc(F)cc3)CC2)c(OCC)cc1-n1cnnn1 | 12
CCOc1ccccc1C(=O)Nc1ccc(-c2nnc(-c3ccc(C)cc3)o2)cc1 | -2
CCOc1ccc(N2C(=O)CC(n3nc(C)cc3C)C2=O)cc1 (stereo not given) | 6
CCN(C(=O)CCS(=O)(=O)c1ccc(Br)cc1)c1ccc2c(c1)OCO2 | -47
CCN(CC)CCn1c2ccccc2c2cnc(N=CN(C)C)c(C#N)c21 | -70
Cc1nc(N2CCN(C(c3ccccc3)c3ccccc3)CC2)nc2c1C(=O)CCC2 | 0
Cc1ccc(-n2c(C)nc3c(cnn3-c3ccc(F)cc3)c2=O)cc1C | -10
O=C(NCc1cccnc1)C1CC(c2ccc(F)cc2)=NO1 (stereo not given) | -9
CCOC(=O)C(C)Oc1cccc2c(=O)n(CC(=O)NCc3ccco3)ccc12 (stereo not given) | -17
O=C(NCCCN1CCOCC1)c1csc2c1CCCC2 | -17
Cc1n[nH]c(=O)nc1NCCN(C)C | -11

Three structures out of the list, ordered by SMILES length, ascending.
molecule | GBA activity up
Cc1n[nH]c(=O)nc1NCCN(C)C | -11
O=C(NCc1cccnc1)C1CC(c2ccc(F)cc2)=NO1 (stereo not given) | -9
CCN(C(=O)CCS(=O)(=O)c1ccc(Br)cc1)c1ccc2c(c1)OCO2 | -47

(next part)
molecule | GBA activity up
Cn1c(C(=O)NCCCN2CCCCC2)cc2sccc21 | -9
C=CCN(CC=C)S(=O)(=O)c1ccc(F)cc1 | -12
O=C1NCCN1C(=O)c1ccco1 | 1
Cc1cc(C)n2c(SCC(=O)N(C)C3CCS(=O)(=O)C3)nnc2n1 (stereo not given) | -1
COc1ccc(S(=O)(=O)N(C)CC(=O)Nc2ccccc2C(F)(F)F)cc1OC | 9
Cc1ccccc1Nc1nc(N)nc(CSCc2c(C)noc2C)n1 | 10
CC1(C)Cc2c(sc3c2C2=NCCN2C=N3)CO1 | 20
Cc1cc(C(=O)OCC(=O)Nc2ccc(S(=O)(=O)N3CCOCC3)cc2)c(C)o1 | -11
COc1ccc2cc(C3(C)NC(=O)NC3=O)ccc2c1 (stereo not given) | -5
CCOC(=O)N1CCN(C2=Nc3cccc4cccc2c34)CC1 | -1
CC1(C)OC(=O)C(C(c2ccccc2)C(C#N)C(N)=O)=C(O)O1 (stereo not given) | 2
COC(=O)c1nc2n(n1)C(c1ccc(OC)c(OC)c1OC)C1=C(CCCC1=O)N2 (stereo not given) | -16
COc1ccc(C2Nc3ccccc3C(=O)N2Cc2ccco2)cc1COc1ccc(NC(C)=O)cc1 (stereo not given) | -6
CCOC(=O)C(N)CSC1CC(=O)N(c2ccc(C(=O)OC)cc2)C1=O (stereo not given) | -6
CC1(C)C(C#N)=C(N)OC2=C1C(=O)CCC2 | -14
CCOC(=O)c1nnn(-c2nonc2N)c1CNc1ccccc1 | -10
CCN(CC)C(=O)C1CCCN(c2ncnc3c2cnn3-c2cccc(C)c2)C1 (stereo not given) | -1
Clc1ccc(Br)cc1-c1nc(-c2cccnc2)no1 | 11
CCOc1cc(S(=O)(=O)NCCc2ccccc2C)c(OCC)cc1-n1cnnn1 | -3
CCc1nnc(NC(=O)c2ccc(COc3ccc(C)cc3)o2)s1 | -12
CCOC(=O)N1CCN(C(=O)CCCn2c(=S)[nH]c3ccccc3c2=O)CC1 | -12
Nc1nc(SCC(=O)N2CCc3ccccc3C2)[nH]c(=O)c1-c1ccccc1 | 23
COc1ccc2c(CC(=O)Nc3nnc(C4CC4)s3)coc2c1 | -7
CCCc1[nH]nc2c1C(c1ccc(OC)cc1OC)C(C#N)=C(N)O2 (stereo not given) | 0
O=S(=O)(c1ccc(S(=O)(=O)n2cnc3ccccc32)cc1)N1CCCCCC1 | -7
CCCN1Cc2cccc(C(=O)Nc3ccc(N4CCN(CC)CC4)cc3)c2C1=O | -3
C(=N\c1nc2ccccc2n1CCN1CCOCC1)/c1cccs1 | 5
O=c1c2ccccc2sc2nc(C3CCCCC3)n(Cc3ccco3)c(=O)c12 | -26
CC(C)(C)c1cc(CN(CCO)CCO)cc(C(C)(C)C)c1O | 4
COc1ccccc1N(C)S(=O)(=O)c1ccc(C(=O)OCC(=O)NCc2ccco2)cc1 | -33
CNC(=O)Cn1ncc2c(C)n(Cc3ccc(C)cc3)c(C)c2c1=O | -19
O=C(c1cc2c(s1)CCCC2)N1CCN(C(=O)C2CCCO2)CC1 (stereo not given) | -1
COc1ccc(OC)c(Nc2cc(C)nc3ccccc23)c1 | 15
CCOC(=O)N1CCN(Cc2nc3c(c(=O)[nH]c(=O)n3C)n2Cc2ccccc2C)CC1 | -43
Cc1cccc(-c2nnc(SCC#N)n2Cc2ccccc2)c1 | -7
COc1cccc(NC2=CC(=O)CC(C)(C)C2)c1 | 7
C1CCC(n2nnnc2CN2CCCC2)CC1 | -13
COc1ccc(OC)c(-n2c(N)c(C(=O)NCC3CCCO3)c3nc4ccccc4nc32)c1 (stereo not given) | -14
O=C(Cn1cnc2ccccc2c1=O)c1c[nH]c2ccccc12 | -17
CCOC(=O)c1[nH]c2ccc(OCC)cc2c1NC(=O)CN1CCN(c2ccccc2)CC1 | -20
CCCCn1ccnc1C(=O)c1cccc(S(=O)(=O)N2c3ccccc3CC2C)c1 (stereo not given) | 0
Cc1ccc(C(=O)CSc2nc3cccnc3n2C)cc1 | 11
O=C(CC1CCCC1)Nc1nc2ccccc2[nH]1 | 6
O=c1cc(N2CCOCC2)[nH]c(=O)n1C1CCCCC1 | -10
O=C(c1cccc(C(F)(F)F)c1)N1CCCCCC1 | -45
CC#CCCCC(=O)Nc1ccc(C(=O)O)cc1 | -10
O=C(Nc1ccc(Cl)c(Cl)c1)Nc1cc(C(=O)N2CCOCC2)ccc1N1CCCCC1 | -17
O=C1N(CN2CCN(c3cccc(Cl)c3)CC2)c2ccccc2C12OCCCO2 | -19
CCSc1ccc2nnc(-c3cccc(F)c3)n2n1 | 1
CCS(=O)(=O)N1CCC(C(=O)NCCC2=CCCCC2)CC1 | 2
CCn1cc(C(=O)O)c(=O)c2cc(S(=O)(=O)N(C)C)ccc21 | -12
Cn1c(CCCOc2ccc(Cl)cc2Cl)nnc1SCC(=O)Nc1nccs1 | -10
COc1ccc(NC(=O)CCS(=O)(=O)c2ccc3c(c2)CCCN3C(C)=O)cc1 | 9
Cc1coc2c(C)c3oc(=O)c4c(c3cc12)CCCC4 | -25
O=c1c2ccccc2nnn1CSc1nnc(-c2ccco2)o1 | -3
COCc1ccc2oc(C(=O)O)cc2c1 | -18

Further entries:
molecule | GBA activity up
CC(=O)Nc1sc(C)c(C)c1C(=O)OC1CCOC1=O (stereo not given) | 6
O=C(COc1ncnc2sccc12)N1CCN(S(=O)(=O)c2ccc(Cl)cc2)CC1 | 2
Cc1onc(-c2c(Cl)cccc2Cl)c1C(=O)Nn1cnnc1 | -1
N#Cc1cccc(Cn2nnc(-c3ccccc3)n2)c1 | -19
CCOC(=O)N1CCN(C(=O)CN2C(=O)COc3ccc(C)cc32)CC1 | -6
CCn1nnnc1SCC(=O)Nc1nc(-c2cccs2)cs1 | -18
CCCCOC(=O)CN1C(=O)c2ccc(C(=O)OCCCC)cc2C1=O | 18
Cc1ccc(C2CC(=O)Nc3sc(C(N)=O)c(N)c32)cc1 (stereo not given) | -7
Brc1cnc(N2CCCC2)nc1N1CCOCC1 | -11
Cc1cc(N)ccc1-n1c(C)ccc1C | -11
CC(C)N1C(=S)SC(C)(C)C1NO (stereo not given) | 2
CCN1c2ccccc2NC2C1C(C(C)=O)C(=O)N2c1ccc(Cl)cc1 (stereo not given) | 17
Cc1cc(C)c2cc(C#N)c(NCCCNC(=O)CCC(=O)O)nc2c1 | -9
Nc1ncc2c(n1)CC(c1ccco1)CC2=O (stereo not given) | -7
Cc1nc2cc(-c3ccccc3)ccc2o1 | 18
COc1ccc(CCNC(=O)CCSc2nc(-c3ccco3)cc(C(F)(F)F)n2)cc1 | -20
Cc1ccc(S(=O)(=O)C2(C(=O)Nc3ccc(F)cc3)CC2)cc1 | 11
O=C(Nc1ccc(-c2cn3ccsc3n2)cc1)C1CCCC1 | 7
COC(=O)c1cccc(Oc2nc(N3CCOCC3)nc(N3CCOCC3)n2)c1 | -43
O=C(NCCN1CCOCC1)C1CC(=O)N(c2ccc(F)c(Cl)c2)C1 (stereo not given) | -5
CNC(=O)NC(=O)CSc1ncc(C(F)(F)F)cc1Cl | 11
CCn1nnnc1SCC(=O)NCc1ccco1 | 3
CCCOc1ccc(CSc2ncn[nH]2)cc1 | -9
Cc1cc(C(=O)CSc2nc3ccccc3o2)c(C)n1C1CC1 | -9
COc1ccc(C/C(O)=C(\C#N)c2nc3ccccc3[nH]2)cc1OC | -10
CSC1=Nc2sc3c(c2C2=NCCN12)CCCC3 | 24
CC(=O)NC(Cc1ccc(C(C)C)cc1)C(=O)NC1CCN(c2nc(C)cc(C)n2)CC1 (stereo not given) | -11
CCCn1nnnc1SCC(=O)N(C(C)C)C(C)C | 8
COc1cc2c(cc1OC)C1=C(C#N)CCC(=O)N1CC2 | -10
CCOC(=O)c1cccc(NC(=O)CCNS(=O)(=O)c2ccc3c(c2)CCN3C(=O)CC)c1 | -2
COCCNC(=O)C(c1ccc(F)cc1)N(CC1CCCO1)C(=O)CCC(=O)Nc1ccccn1 (stereo not given) | -21
O=C(Nc1cnn(C23CC4CC(CC(C4)C2)C3)c1)c1cc(-c2ccccc2)on1 | 9
CCCCCC(=O)Nc1ccc2oc(-c3cncc(Br)c3)nc2c1 | -9
CCCN1CCN(c2nc3c([nH]2)c(=N)ncn3CC(O)CO)CC1 (stereo not given) | -1
CCOC(=O)c1c(CN2CCCCC2)n(C)c2ccc(OC)c(S(=O)(=O)c3ccccc3)c12 | 4
O=C(NCc1cccs1)C1CCCN1S(=O)(=O)c1ccccc1F (stereo not given) | -38
O=C(O)C1NCCc2ccccc21 (stereo not given) | -26
CCc1ccc(S(=O)(=O)NCCc2csc(-c3ccccc3)n2)s1 | 2
CCOC(=O)c1cc2c(c(CSc3nc4ccccc4c(=O)n3Cc3ccco3)c1)OCOC2 | -57
CN(C)/C=N/c1c(C#N)cnn1-c1ccc(C(F)(F)F)cn1 | -13

As entered above.
`CCc1ccc(S(=O)(=O)NCCc2csc(-c3ccccc3)n2)s1` in GBA activity up shows 2
`O=C(O)C1NCCc2ccccc21` (stereo not given) in GBA activity up shows -26
`CCCCCC(=O)Nc1ccc2oc(-c3cncc(Br)c3)nc2c1` in GBA activity up shows -9
`O=C(NCc1cccs1)C1CCCN1S(=O)(=O)c1ccccc1F` (stereo not given) in GBA activity up shows -38

Next results
molecule | GBA activity up
Cc1nnc(SCC(=O)N2c3ccccc3CC2C)s1 (stereo not given) | -6
O=C(NCC12CC3CC(CC(C3)C1)C2)c1nc2ncccn2n1 | -13
COC(=O)c1sccc1NC(=O)c1c(C)noc1C | -2
COCCn1nnnc1C(c1cccs1)N1CCN(c2cc(C)ccc2C)CC1 (stereo not given) | -37
CC(C)CN(CC(C)C)S(=O)(=O)N1CCC(C(=O)NC2CCCCCCC2)CC1 | -1
Cc1ccc2cc(CCNC(=O)c3ccco3)c(=O)[nH]c2c1 | -2
O=S(=O)(Nc1cccc(-c2cn3ccsc3n2)c1)c1ccc(F)cc1 | -15
Cn1c(=O)c2c(nc(CN3CCCCC3)n2CCCc2ccccc2)n(C)c1=O | -25
N#Cc1cc2sc3nc4ccccc4n3c2cc1C#N | 7
COc1ccccc1C(=O)Nc1cccc(-c2cn3ccsc3n2)c1 | 9
CN(Cc1ccccc1)C(=O)CSc1nnc(-c2ccco2)n1-c1ccccc1 | -5

From PubChem
